Bioassay records as filed in PubChem BioAssay.
hIAP activ: increases human intestinal alkaline phosphatase activity. P09923. purified human IAP, CDP-Star luminescence, 30 min; hits give high values; 1 = vehicle-only enzyme, 0 = enzyme-free background. activation factor at 10 µM. hit rate 0.16% among 330,000. AID 2524;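 active means activation factor of the enzyme at least 2-fold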; further: the source names both 10 and 20 µM as test concentration; values of inactives mirror those of a sister screen read the other way
PfGluPho inh: PfG6PD (Plasmodium falciparum) enzyme inhibition; PfGluPho enzyme, NADPH resazurin-diaphorase fluorescence; inhibition, % at 20 µM; hit rate 0.78% among 350,000;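 active means inhibition reaching at least a set limit at 20 µM in the primary screen, cut at about 59% in these data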;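 further: 0% = DMSO wells with substrate and 100% = DMSO wells lacking glucose-6-phosphate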
APOBEC3A inh: blocks human APOBEC3A ssDNA deamination; P31941; recombinant A3A, FAM/TAMRA ssDNA deamination fluorescence; inhibition, % at 20 µM; hit rate 0.41% among 330,000;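 active means at least 40% inhibition at 20 µM here, with at most 30% in a related deaminase screen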;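 further: plate controls were A3A with DMSO for no effect and wells lacking A3A enzyme for full effect; some results filed as inactive read as strong as hits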
Target sequence (P31941 whole entry, looked up): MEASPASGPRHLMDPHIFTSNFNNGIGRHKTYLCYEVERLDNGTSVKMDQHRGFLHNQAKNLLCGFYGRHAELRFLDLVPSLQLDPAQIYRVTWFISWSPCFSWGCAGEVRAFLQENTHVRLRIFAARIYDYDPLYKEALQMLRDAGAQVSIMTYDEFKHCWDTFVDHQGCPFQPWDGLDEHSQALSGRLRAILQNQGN
hIAP block: human IAP inhibition; P09923; purified IAP, CDP-Star luminescence, 30 min; inhibition, % at 10 µM; hit rate 0.12% among 330,000; AID 2544;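 active means inhibition reaching a set limit with compound at 10 µM in the primary screen, cut at about 35% in these data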;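 further: plate controls were DMSO wells with enzyme for no effect and no-enzyme buffer wells for full effect; values of inactives mirror those of a sister screen read the other way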
HKDC1 inh: HKDC1 (human) hexokinase inhibition; inhibition, % at 20 µM; Q2TB90; AID 493160; hit rate 0.16% among 340,000; recombinant HKDC1, G6PDH/diaphorase resazurin coupled fluorescence;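 active means inhibition above about 35% when tested at 20 µM, limit read from the data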;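 further: plate controls were DMSO wells with enzyme for no effect and DMSO wells lacking enzyme for full effect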
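System: Recombinant HKDC1 hexokinase | Amount: HKDC1 at 5 µg/mL | Reagent: Glucose with 1 mM ATP | Doses: Single 20 µM dose | Incubation: Reaction time 90 min, room temperature, protected from light | Signal: Coupled resazurin fluorescence, excitation 525 nm, emission 613 nm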
mIAP activ: increases mouse intestinal alkaline phosphatase activity; muIAP, CDP-Star luminescence, 30 min; hits give high values; 1 = vehicle-only enzyme signal, 0 = enzyme-free wells; activation factor at 10 µM; hit rate 0.24% among 330,000; AID 2805;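 active means activation factor of at least 2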; further: the source names both 10 and 20 µM as test concentration; values of inactives mirror those of a sister screen read the other way
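Assay system: mouse IAP enzyme / Compound: DMSO-dissolved test compounds / Timing: 30 min, room temperature / Measured by: luminescence from enzymatic CDP-Star hydrolysis / Control set: DMSO-only wells, enzyme-free buffer wells as negative control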
mIAP inh: blocks mouse intestinal alkaline phosphatase | purified mouse IAP, CDP-Star luminescence, 30 min | inhibition, % at 10 µM | hit rate 0.2% among 330,000 | AID 2806;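 active means inhibition of at least 40% at 10 µM in the primary screen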;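 further: plate controls were DMSO with enzyme for no effect and no enzyme wells for full effect; values of inactives mirror those of a sister screen read the other way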
ATG4B inh: blocks human ATG4B protease cleavage of LC3 substrate; Q9Y4P1; ATG4B cleavage of LC3-PLA2, NBD-HPC fluorescence, 1 h; inhibition, % at 8.33 µM; hit rate 0.51% among 340,000; in the data active means inhibition above about 40%
Target sequence (Q9Y4P1 whole entry, looked up): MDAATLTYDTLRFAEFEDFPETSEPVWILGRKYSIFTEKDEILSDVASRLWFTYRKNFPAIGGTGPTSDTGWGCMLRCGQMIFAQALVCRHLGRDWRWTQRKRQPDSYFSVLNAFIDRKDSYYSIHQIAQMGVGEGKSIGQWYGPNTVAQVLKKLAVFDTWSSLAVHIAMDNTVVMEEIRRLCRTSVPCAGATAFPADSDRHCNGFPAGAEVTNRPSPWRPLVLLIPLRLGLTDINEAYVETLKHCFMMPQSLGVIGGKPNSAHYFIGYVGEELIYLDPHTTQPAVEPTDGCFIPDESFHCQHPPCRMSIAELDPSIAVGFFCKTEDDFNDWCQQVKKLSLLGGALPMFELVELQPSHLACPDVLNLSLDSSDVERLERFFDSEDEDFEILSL
The depositor's hits bear a star; · = not tested or not shown; & = joins results of further samples.

mIAP inh,PfGluPho inh,HKDC1 inh,hIAP block,ATG4B inh,APOBEC3A inh,structure,hIAP activ,mIAP activ
-1.1,-11.9,-5.1,-26.0,-1.5,2.8,CCOC(=O)Cc1csc(NS(=O)(=O)c2ccccc2)n1,1.26,1.01
-2.9,-2.0,3.2,-0.1,-1.1,-0.4,Cc1cc(Cl)c2oc(C(=O)N(C)Cc3cc(C)[nH]n3)c(C)c2c1,1,1.03
-5.9,·,·,-12.3,·,2.0,CC/C(O)=C1\C(=O)CCCC1=NCCc1nc2ccccc2[nH]1,1.12,1.06
-8.8,22.9,-3.6,-21.4,-5.2,3.6,O=C(CSc1cccc[n+]1[O-])Nc1ccc2c(c1)OCO2,1.21,1.09
10.4,-0.3,0.2,-55.1,-7.3,7.8,CCS(=O)(=O)N1Cc2ccccc2CC1C(=O)Nc1ccc(NC(C)=O)cc1 (stereo not given),1.55,0.896
10.5,22.7,-4.2,-15.8,-0.7,-1.5,Oc1ccc(C=NC2CCCCC2)c(O)c1,1.16,0.895
-3.9,16.7,9.3,-0.1,-6.0,2.1,CCOC(=O)c1c(C)[nH]c(=S)c(C#N)c1-c1ccccc1,1,1.04
16.3&8.4,-3.4&-46.0,-13.9&-6.0,12.5&-15.9,-6.0&-10.6,-1.1&-1.4,CCOC(=O)C1=C(C)NC(C)=C(C(=O)OCC)C1,0.875&1.16,0.837&0.916
3.2,11.5,0.7,8.2,-14.1,3.4,CCCCn1c(SC(C)C(=O)NCC2CCCO2)nc2cc(C(=O)OC)ccc2c1=O (stereo not given),0.918,0.968
-1.6,10.3,-5.0,6.5,-6.4,-1.5,CC1(C(=O)O)CCC(C(=O)N2CCOCC2)C1(C)C (stereo not given),0.935,1.02

Next section
mIAP inh,PfGluPho inh,HKDC1 inh,hIAP block,ATG4B inh,APOBEC3A inh,structure,hIAP activ,mIAP activ
-2.3,4.1,-0.8,-10.0,1.1,-0.9,COc1ccc(CCn2c(=S)[nH]c3cc(C(=O)N4CCOCC4)ccc3c2=O)cc1OC,1.1,1.02
4.1,-6.9,-5.6,1.2,2.0,-3.2,COc1ccc(C(=O)NCCS(=O)(=O)NCC2CCCO2)cc1 (stereo not given),0.988,0.959
10.5,-12.7,9.0,-43.2,-1.4,-2.9,COc1ccc(NC(=O)CSc2n[nH]c(-c3ccccn3)n2)cc1,1.43,0.895
-26.5,-3.0,-0.1,-3.4,-5.9,15.5,Cc1ccc(C)c(S(=O)(=O)N2CCN(CC(=O)NC(C)c3ccccc3)CC2)c1 (stereo not given),1.03,1.26
13.1,4.3,-9.3,-6.6,-10.3,-7.8,COc1cc(-c2nc3ccccn3c2/N=C/c2ccccc2)ccc1O,1.07,0.869
-3.5,15.7,-2.5,15.6,-4.8,-4.6,O=C1c2cccc3cccc(c23)C(=O)N1c1ccccc1Cl,0.844,1.03
-6.2,-7.7,-9.5,-12.1,-15.6,1.3,O=C(NCc1ccccc1)c1nc(-c2cccs2)no1,1.12,1.06
4.1,-14.9,1.3,12.9,-3.5,-1.4,COc1cccc(N2CC(C(=O)Nc3nnc(SCC(=O)c4ccccc4)s3)CC2=O)c1 (stereo not given),0.871,0.959
-9.7,-0.6,-0.5,-3.4,-13.2,-0.7,CCCS(=O)(=O)N1CCc2cc(OC)c(OC)cc2C1,1.03,1.1
-3.9,2.6,-0.4,-1.5,2.4,-4.6,COc1cc(/C=C2\NC(=O)NC2=O)cc(Br)c1OC,1.01,1.04

(more compounds)
mIAP inh,PfGluPho inh,HKDC1 inh,hIAP block,ATG4B inh,APOBEC3A inh,structure,hIAP activ,mIAP activ
-4.6,0.3,-5.4,2.5,3.5,-0.8,COc1ccccc1C(CNC(=O)C1CC(=O)N(Cc2ccc(C)cc2)C1)N1CCCC1 (stereo not given),0.975,1.05
9.4,-15.3,-5.1,-3.1,13.2,-2.9,CC1CCCCN1CC(=O)NCc1ccc2c(c1)OCO2 (stereo not given),1.03,0.906
16.7,7.6,3.2,-34.5,3.4,0.2,CS(=O)(=O)c1sc(C(=O)NC(=S)Nc2ccc(OC(F)(F)F)cc2)c2c1C=CCC2,1.34,0.833
17.9,0.3,-1.6,11.7,-10.4,-4.0,Nc1nc(SCC(=O)Nc2ccc(Oc3ccccc3)cc2)n[nH]1,0.883,0.821
8.3,8.0,2.2,13.2,-1.9,-2.0,CSc1ccc(C2=CC(=O)C[C@H](c3ccc(Cl)cc3)C2)cc1,0.868,0.917
6.7,139.3*,6.4,10.5,-2.5,1.9,COc1ccc([N+](=O)[O-])cc1/C=N/NC(=O)CNC(=O)C(c1ccccc1)c1ccccc1,0.895,0.933
10.4,19.0,4.0,-29.2,1.9,-2.8,Cc1cccc(C)c1N1CCN(c2ccc3nnc(C(F)(F)F)n3n2)CC1,1.29,0.896
-7.9,8.5,2.5,-0.8,-6.7,-4.1,CC(C)c1ccc(NC(=O)c2cc3c(=O)n(C)c4ccccc4c3n2C)cc1,1.01,1.08
-1.0,15.2,-0.3,-20.6,4.9,-0.8,CC1CCN(S(=O)(=O)c2ccc(Cl)s2)CC1,1.21,1.01
11.9,-6.3,3.3,-6.8,-0.5,-2.1,CCOC(=O)c1c(NC(=O)CSc2nc3nc(C)cc(C)n3n2)sc(CC)c1C,1.07,0.881

Given with values ahead of the structure: entries from further up
mIAP inh	PfGluPho inh	HKDC1 inh	hIAP block	ATG4B inh	APOBEC3A inh	hIAP activ	mIAP activ	smiles
9.4	-15.3	-5.1	-3.1	13.2	-2.9	1.03	0.906	CC1CCCCN1CC(=O)NCc1ccc2c(c1)OCO2 (stereo not given)
16.7	7.6	3.2	-34.5	3.4	0.2	1.34	0.833	CS(=O)(=O)c1sc(C(=O)NC(=S)Nc2ccc(OC(F)(F)F)cc2)c2c1C=CCC2
17.9	0.3	-1.6	11.7	-10.4	-4.0	0.883	0.821	Nc1nc(SCC(=O)Nc2ccc(Oc3ccccc3)cc2)n[nH]1

Carrying on:
mIAP inh,PfGluPho inh,HKDC1 inh,hIAP block,ATG4B inh,APOBEC3A inh,structure,hIAP activ,mIAP activ
-1.1,9.8,5.0,-14.6,-2.5,-0.6,O=C1CCCc2c1nc(-c1ccc(F)cc1)n2O,1.15,1.01
-10.0,-9.9,-0.5,-7.2,-2.9,-4.5,COc1ccc(S(=O)(=O)N2CCCC2)cc1C(=O)O,1.07,1.1
-3.7,-10.1,-5.0,-0.5,-1.8,0.3,CCOc1ccc(S(=O)(=O)Nc2cccc(C(=O)NCC(c3ccco3)N3CCCC3)c2)cc1 (stereo not given),1,1.04
2.9,-6.2,-22.4,-2.3,-4.5,-2.7,COc1ccc(C(=O)N/C(=C\c2cn(C)c3ccccc23)C(=O)N2CCOCC2)cc1OC,1.02,0.971
1.0,19.7,-1.9,15.9,-2.2,1.2,CSc1ccccc1C(=O)Nc1cc([N+](=O)[O-])ccc1C,0.841,0.99
2.6,-4.2,-3.6,-0.3,-13.1,4.1,CCOC(=O)C1=C(C)NC(C)=C(C(=O)OCC)C1C(=O)OCC(=O)NCCc1ccc(S(N)(=O)=O)cc1,1,0.974
-7.3,7.8,-0.4,4.8,-5.0,2.0,COC(=O)c1cccc(NC(=O)c2cccc(N3C(=O)CCC3=O)c2)c1,0.952,1.07
3.8,-14.3,-3.8,0.7,0.7,0.0,CC(NC(=O)C12CC3CC(CC(O)(C3)C1)C2)c1ccccc1 (stereo not given),0.993,0.962
-4.9,18.6,-4.2,-16.1,15.9,-4.7,CCn1c(=S)[nH]c2cc(Cl)ccc21,1.16,1.05
-1.5,27.7,0.4,1.5,14.3,-1.0,CCOc1ccccc1/C=N/n1c(COc2ccccc2)n[nH]c1=S,0.985,1.01

Further compounds follow.
mIAP inh,PfGluPho inh,HKDC1 inh,hIAP block,ATG4B inh,APOBEC3A inh,structure,hIAP activ,mIAP activ
8.2,9.1,-4.6,-6.3,-7.1,2.1,COc1cc2ccccc2cc1C(=O)Nc1ccc(NC(=O)c2cccs2)cc1,1.06,0.918
16.1,7.9,8.2,10.8,-14.9,-0.9,CC1CN(S(=O)(=O)c2cc(C(=O)N(C)Cc3cccs3)ccc2Cl)CC(C)O1 (stereo not given),0.892,0.839
14.2,9.3,18.1,3.0,71.0*,-1.3,COC(=O)c1c(NC(=O)COC(=O)[C@@H](NS(=O)(=O)c2ccccc2)C(C)C)sc2c1CCC2,0.97,0.858
14.6,37.9,-6.2,7.8,4.5,7.9,COc1ccc(-n2c(O)c(/C=N/Nc3nc(C)cc(C)n3)c3ccccc3c2=O)cc1OC,0.922,0.854
-12.8,2.7,-3.4,-8.6,-6.3,-1.5,CN(CC(=O)Nc1ccc(S(=O)(=O)N2CCOCC2)cc1)Cc1ccc(F)cc1,1.09,1.13
3.1,13.0,4.2,-5.0,-9.6,5.8,CCOC(=O)c1c(C)n(C)c2ccc(O)c(CN(CC)CC)c12,1.05,0.969
14.5,25.5,8.9,3.4,-26.2,-2.3,Cc1ccc(-c2csc(NCCc3nc4cc(Cl)c(Cl)cc4n3CCOCCO)n2)cc1,0.966,0.855
3.3,·,·,-2.4,·,-1.1,CCNc1nc(Oc2ccc(C(=O)OCC)cc2)nc(N2CCOCC2)n1,1.02,0.967
0.9,4.2,2.4,3.9,7.2,0.7,O=C(OCC(=O)c1c[nH]c2ccccc12)c1cccc(S(=O)(=O)N2CCCCCC2)c1,0.961,0.991
0.9,11.8,-1.5,-26.3,0.5,-5.5,CC(C)(C)c1ccc(C2=CSC3=NCCN23)cc1,1.26,0.991

Next section
mIAP inh,PfGluPho inh,HKDC1 inh,hIAP block,ATG4B inh,APOBEC3A inh,structure,hIAP activ,mIAP activ
-20.1,-3.1,0.5,-11.9,-5.7,-1.6,CC(C)Oc1ccc(Oc2ccc(C(F)(F)F)cn2)cc1,1.12,1.2
5.0,-12.1,0.5,4.2,0.7,4.7,CC1CCN(C(=O)COC(=O)c2cc(Cl)c3c(c2)OCO3)CC1,0.958,0.95
15.8,-18.8,1.1,-9.6,6.2,1.5,O=[N+]([O-])c1ccc(-c2nc(NCc3ccccc3)c3ccccc3n2)cc1,1.1,0.842
10.8,-9.2,-7.5,-7.0,-8.8,-2.4,CCOc1ccc(S(=O)(=O)NCc2ccc(C)cc2)c2cccnc12,1.07,0.892
4.1,-1.1,-8.1,4.7,0.6,0.1,COc1ccc(CN(C)C(=O)Cn2ccc(N)nc2=O)cc1OC,0.953,0.959
14.5,-19.7,4.7,6.0,1.9,4.0,CN1CCN(C(=O)CCN2C(=O)/C(=C/c3cccc(Br)c3)SC2=S)CC1,0.94,0.855
-12.9,5.0,-2.1,16.1,-3.8,1.8,COc1ccc(/C=C/C(=O)NCCNC(=O)c2ccccc2)cc1OC,0.839,1.13
-60.0,12.5,-0.4,1.1,12.8,2.5,O=C(Nc1ccccc1F)NC1CCCc2ccccc21 (stereo not given),0.989,1.6

Compounds were not picked by outcome (roughly 2.4% active in at least one column).
